Screening data from PubChem BioAssay.
LYP inhibition – PTPN22 lymphoid phosphatase activity blockers – biochemical, fluorescence intensity, uHTS (AID 1779); recombinant LYP phosphatase, fluorescence intensity; higher % means a stronger effect; inhibition, % at 11.5 µM, or IC50 in µM where a hit was titrated; 290,000 compounds, 0.054% hits;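 note: plate controls were vehicle with enzyme for no effect and no enzyme for full effect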
human PMI inhibition – MPI enzyme activity inhibition – biochemical, fluorescence intensity, coupled assay, primary screen (AID 1209) | purified PMI enzyme, coupled fluorescence intensity; higher % means a stronger effect | inhibition, % at 20 µM; hits with a dose series show IC50 in µM | 190,000 compounds, 0.42% hits;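 note: plate controls were DMSO vehicle for no effect and wells lacking substrate for full effect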
P. falciparum M1AAP – P. falciparum M1AAP inhibitors, biochemical, fluorogenic H-Leu-NHMec substrate, 1536-well (AID 1445) | recombinant M1AAP, H-Leu-NHMec fluorogenic kinetic assay; higher % means a stronger effect | one-dose inhibition, % at 30 µM; IC50 in µM for titrated hits | 220,000 compounds, 0.42% hits;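 active = primary inhibition above the hit cutoff, then over 50% inhibition at one or more dose response concentrations, cut at about 23% in these data, passing the limit was not always enough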;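 note: plate controls were DMSO full reaction for no effect and no enzyme background for full effect; strong numbers were not always called active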
AID2073 – disruptors of CaV2.2 binding to Mint1 – biochemical, HTRF (AID 2073); HTRF protein-protein interaction, Mint1-CaV2.2; higher % means a stronger effect; inhibition, % at 20 µM; hits with a dose series show IC50 in µM; 290,000 compounds, 0.19% hits; in the data active = inhibition mostly above about 51%, no sharp cut-off; note: some results filed as inactive read as strong as hits
XIAP antagonists – small molecules displacing peptide from XIAP – biochemical, IAP family, fluorescence polarization (AID 1018). XIAP BIR domain, fluorescence polarization peptide displacement; higher % means a stronger effect. displacement, % at 20 µM, or IC50 in µM where a hit was titrated. 200,000 compounds, 0.007% hits; in the data active = displacement above about 50%; note: a part of the inactive calls stands beside numbers as strong as those of hits
PMI inhibition – MPI inhibition at elevated mannose 6-phosphate – biochemical, fluorescence intensity, high mannose 6-phosphate, primary screen (AID 1220); recombinant PMI enzyme, coupled fluorescence intensity; higher % means a stronger effect; one-dose inhibition, % at 20 µM; IC50 in µM for titrated hits; 190,000 compounds, 0.66% hits
Siah-1 displacement – blockers of Siah-1 interaction with plectin peptide – biochemical, fluorescence polarization, rhodamine-plectin, uHTS, primary screen (AID 1817); Siah-1 / rhodamine-plectin peptide fluorescence polarization; higher % means a stronger effect; displacement, % at 20 µM; hits with a dose series show IC50 in µM; 290,000 compounds, 0.02% hits;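 active = displacement of at least 50% at 20 µM, with a fluorescence ratio check between 0.3 and a set limit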;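 note: plate controls were Siah plus tracer with DMSO for no effect and tracer alone without Siah for full effect; strong numbers were not always called active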
Dynein cargo inh – blocks dynein driven cargo transport along microtubules; 3617.4 mouse cells, GR-EGFP nuclear translocation imaging; test concentration mostly 20 µM; stimulated with dexamethasone, 1 µM; stronger effect = lower value; z-score, hits read low; 220,000 compounds, 0.47% hits; AID 1381;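 active = plate z-score of nuclear minus cytoplasmic receptor signal below a set negative limit, without overly bright fluorescence or cell loss, cut at about -3.5 in these data, passing the limit was not always enough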;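 note: z-score of nuclear minus cytoplasmic ring GR-EGFP intensity difference per well; some compounds called inactive have numbers as strong as hits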
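Buffer or medium – tet-free medium with charcoal-stripped serum · Signal – automated 10x imaging of fixed Hoechst-stained cells · Also added – dexamethasone agonist, 1.0 µM final, for 30 min · Incubation – induction 48 h, compound 1 h, agonist 30 min · Read-out – GR-EGFP nuclear translocation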
P. falciparum M17LAP – P. falciparum M17LAP inhibitors, primary screen, biochemical, fluorogenic H-Leu-NHMec substrate, 1536-well (AID 1619). recombinant M17LAP, H-Leu-NHMec fluorogenic kinetic assay; higher % means a stronger effect. one-dose inhibition, % at 30 µM; IC50 in µM for titrated hits. 220,000 compounds, 0.38% hits;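 active = compound inhibiting the enzyme by more than half at any dose during confirmatory dose-response retesting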;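 note: plate controls were full reaction with DMSO carrier for no effect and no enzyme background for full effect; strong numbers were not always called active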
Dynein cargo inh cytoplasmic EGFP – recorded beside Dynein cargo inh, whose call it bears; z-score; measured here: cytoplasmic GR-EGFP intensity; stronger effect = higher value
Dynein cargo inh nuclear GR-EGFP – further read-out of Dynein cargo inh, marked with its call; z-score; measured here: nuclear GR-EGFP intensity;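 lower value marks the stronger effect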
Dynein cargo inh cell count – also measured in Dynein cargo inh; calls as there; z-score; measured here: cell count per field
An asterisk follows results filed as active; x = not tested or not shown. Cut-off read from the data, not from the text of the source, unless noted: active = inhibition above about 50%; inactive = the rest.

SMILES	LYP inhibition	human PMI inhibition	P. falciparum M1AAP	AID2073	XIAP antagonists	PMI inhibition	Siah-1 displacement	Dynein cargo inh	Dynein cargo inh cytoplasmic EGFP	Dynein cargo inh nuclear GR-EGFP	Dynein cargo inh cell count	P. falciparum M17LAP
N#CCCN1CCN(S(=O)(=O)c2ccc(S(=O)(=O)N3CCOCC3)cc2)CC1	-4%	21%	9%	-1%	-7.2%	18%	-1%	0.74	-0.08	0.53	-1.2	1%
CCN1CCN(Cc2ccc(NC(=O)Nc3ccc(SC)cc3)cc2)CC1	-1%	4%	5%	4%	-3.6%	4%	1%	0.46	-0.13	0.072	-0.16	38%
COC(=O)[C@@H]1CCCN1Cc1nc(Cc2ccccc2F)no1	-3%	x	-12%	8%	-3.7%	x	5%	1.3	-0.24	0.3	-0.59	2%
Cc1ccccc1CSc1nnc(C)n1N	-10%	1%	5%	-6%	-6.3%	-5%	3%	-0.17	-0.21	-0.07	-0.072	0%
CC(N=c1ccccn1C(=O)Nc1ccc(Cl)cc1)c1ccco1 (stereo unspecified)	-17%	0%	-1%	3%	-6.1%	-16%	-3%	-0.21	-0.3	0.1	-0.21	-6%
CCOC(=O)N1CCN(C(=O)COC(=O)c2ccc(O)cc2O)CC1	-3%	-3%	-5%	5%	-4.6%	-4%	4%	1.4	-0.18	0.38	-0.58	15%
Cc1ccc(C(=O)NCc2cccnc2)cc1S(=O)(=O)Nc1ccccc1	-4%	12%	-2%	4%	-2.6%	12%	-4%	-0.3	0.052	0.034	0.15	11%
O=C(NNC(=O)c1cc(-c2ccccc2)nn1-c1ccccc1)c1ccccc1	-3%	17%	-9%	-5%	-6.5%	12%	-2%	-0.82	-0.28	-0.68	0.31	2%
CC(=O)OC1COC(n2ccc3cc([N+](=O)[O-])ccc32)C(OC(C)=O)C1OC(C)=O (stereo unspecified)	-1%	-4%	5%	-3%	-0.6%	-2%	6%	-0.17	-0.25	-0.22	0.72	1%
CCC(C)N(C)C1CCN(C(=S)Nc2cccc(OC)c2)CC1 (stereo unspecified)	-6%	-12%	1%	-26%	-3.6%	0%	10%	0.44	-0.21	0.59	-0.63	1%
COCc1cc(N2CCN(c3ccccc3F)CC2)nc(-c2ccccc2)n1	1%	2%	6%	-2%	-3.4%	4%	-4%	-0.51	-0.34	-0.44	0.81	5%
O=C(Nc1cccc(C(=O)N2CCCC2)c1)c1ccccc1Cl	-6%	-12%	-3%	5%	-2.5%	-14%	-4%	0.45	-0.25	0.3	0.42	-7%
NS(=O)(=O)c1ccc(CCNC(=O)Cc2c[nH]c3ccccc23)cc1	-7%	0%	3%	4%	-4.7%	-1%	8%	0.66	0.48	0.081	-0.86	0%
COC(=O)c1ccc(CSc2nc3c(c(=O)n2-c2ccc(F)cc2)SCC3)o1	2%	1%	2%	0%	-0.3%	5%	2%	-0.33	-0.28	0.32	-0.29	13%
Cc1nc([N+](=O)[O-])c(Sc2nc3ccc([N+](=O)[O-])cc3[nH]2)n1Cc1ccccc1	0%	1%	7%	4%	-4.1%	4%	-7%	-2.2	0.48	-1.5	-0.39	-5%
Cc1cn2c(nc1=O)OC1C(O)C(COC(=O)c3ccccc3)OC12 (stereo unspecified)	-10%	16%	0%	6%	-9.3%	4%	1%	-1	-0.25	-0.53	1.1	6%
COc1cccc(CNc2nc3nc(C)c(Cl)c(=O)n3[nH]2)c1	-8%	x	8%	7%	x	x	-6%	-0.39	-0.19	-0.21	1.3	14%
NC(=O)c1ccccc1NS(=O)(=O)c1cccs1	-10%	14%	5%	3%	-3.5%	11%	-1%	-1.4	-0.23	-0.73	0.34	-6%
Cc1cccc(-n2cnc3cc([N+](=O)[O-])ccc32)c1	-1%	30%	2%	-6%	-4.3%	10%	-2%	0.58	-0.18	0.35	-1.2	-4%
COc1ccc2nc(N/C(N)=N/S(C)(=O)=O)nc(C)c2c1	-6%	x	10%	7%	x	x	1%	-0.11	-0.23	-0.15	-0.4	9%
Cc1cccc(/N=C/c2c(O)ccc3oc4c(c23)CCCC4)n1	6%	5%	4%	12%	0.1%	14%	5%	-0.5	-0.26	-0.6	0.21	0%
COc1cccc(/C=N/Nc2nnc(C)n2N)c1OCc1ccccc1Cl	1%	-30%	7%	33%	-5.5%	-58%	-5%	-0.24	-0.16	0.015	-0.83	6%
COc1ccc(N(CC(=O)Nc2cccc(SC)c2)S(C)(=O)=O)cc1Cl	1%	3%	4%	-5%	-3.0%	7%	-6%	0.43	-0.29	0.74	-0.71	2%
COc1ccc(-n2c(C)cc(-c3cn4cccc(C)c4n3)c2C)cc1	2%	0%	3%	25%	-10%	11%	0%	-0.084	-0.28	-0.15	-0.69	4%
C#CCSc1nccc(-c2nn(-c3ccc(C)cc3)ccc2=O)n1	3%	-56%	10%	6%	-4.8%	-74%	2%	0.65	-0.18	0.21	0.23	-2%
The list goes on:
SMILES	LYP inhibition	human PMI inhibition	P. falciparum M1AAP	AID2073	XIAP antagonists	PMI inhibition	Siah-1 displacement	Dynein cargo inh	Dynein cargo inh cytoplasmic EGFP	Dynein cargo inh nuclear GR-EGFP	Dynein cargo inh cell count	P. falciparum M17LAP
O=[N+]([O-])c1ccc(Cl)cc1N1CCCCC1	-9%	6%	5%	2%	-4.1%	8%	13%	0.82	-0.33	0.6	-0.054	-1%
Cn1c(CNc2cccc(C(F)(F)F)c2)n[nH]c1=S	-5%	6%	0%	-5%	-7.5%	-1%	4%	-0.8	-0.36	-0.2	0.83	28%
O=C(CCC(=O)NNC(=O)c1ccc([N+](=O)[O-])cc1)NCc1ccccc1	-1%	2%	6%	-3%	-3.1%	3%	2%	-0.46	-0.31	0.4	0.06	3%
O=C(NC(=S)NCCN1CCOCC1)c1ccccc1Br	-11%	-4%	2%	12%	0.3%	-1%	-5%	-0.7	-0.28	-0.61	0.54	5%
CO/N=C/C(=N\Nc1ccc(C)cc1)C(=O)c1ccc(OC)cc1	0%	15%	-3%	1%	1.5%	9%	-2%	0.14	-0.12	0.15	0.092	1%
Cc1ccc2cccc(NC(=S)NC(=O)c3ccccc3)c2n1	6%	10%	-2%	14%	-6.0%	15%	-2%	-0.47	-0.17	-0.062	0.084	6%
COc1ccccc1OCC(=O)NCCNC(=O)COc1ccccc1OC	-6%	-3%	2%	-21%	-2.9%	-8%	3%	-1.1	-0.27	-0.39	0.43	-7%
CCC(C)(C)n1nnnc1C(c1ccncc1)N1CCC(Cc2ccccc2)CC1 (stereo unspecified)	-2%	12%	-1%	-5%	-2.4%	9%	2%	1.9	0.44	1.1	-1.2	10%
Cc1cc(=O)oc(C)c1C(=O)NCCC(C)C	-10%	14%	0%	-4%	-4.1%	6%	-1%	1.1	-0.17	0.47	-2	2%
Cc1ccc(-c2c[n+](=O)c3c(n2[O-])CCC3)cc1	-4%	x	6%	1%	x	x	13%	0.088	-0.27	0.019	0.2	2%
Cc1cc(=O)[nH]c2c1c(-c1ccccc1)nn2C	-4%	x	2%	-6%	x	x	0%	-0.2	-0.12	-0.19	0.69	-1%
COC(=O)COc1ccc(C2Nc3c(Cl)ccc(C(=O)O)c3C3C=CCC32)cc1 (stereo unspecified)	-5%	-74%	15%	2%	-4.4%	-91%	6%	0.59	-0.12	1.1	-1.1	26%
COCCn1nnnc1C(c1ccc(O)c(OC)c1)N1CCc2ccccc2C1 (stereo unspecified)	-4%	28%	0%	18%	-4.3%	13%	2%	-0.21	-0.16	0.5	0.18	-13%
Cc1cc(C(=O)NN=C2C3CC4CC(C3)CC2C4)c2ccccc2n1	3%	-7%	1%	1%	-4.8%	-2%	-1%	1	-0.22	0.21	0.11	9%
CC(CC1C(C#N)=C(N)OC2=C1C(=O)CCC2)c1ccccc1 (stereo unspecified)	3%	10%	6%	2%	-0.3%	8%	8%	1.4	-0.36	0.48	0.13	12%
CCCCNC(=O)c1ccc2c(c1)N(CC)C(=O)CS2	-5%	-1%	0%	8%	-4.3%	-4%	-1%	-0.18	-0.41	-0.1	-0.73	1%
Cc1csc(NC(=O)c2ccc(-c3ccc(Cl)cc3Cl)o2)n1	3%	15%	-5%	20%	-4.0%	12%	30%	1.7	-0.038	0.6	-1.1	-32%
COc1ccc(N2CCN(CC(=O)NC(=O)NC(C)(C)C)CC2)cc1	-2%	2%	0%	-8%	-3.0%	12%	8%	-1.2	-0.21	-0.71	0.69	-3%
CC(NC(=O)COc1ccc(N(C)S(=O)(=O)c2ccccc2)cc1)c1ccccc1 (stereo unspecified)	0%	16%	1%	-8%	-3.6%	28%	1%	-0.64	-0.38	0.07	0.75	-4%
Cc1ccc(NC(=O)COC(=O)C2=COCCO2)c([N+](=O)[O-])c1	-10%	-14%	5%	20%	-4.2%	-8%	0%	-0.51	-0.15	-0.45	-0.079	4%
C=CCn1c(O)c(/C=C2\C=NN=C2c2ccccc2)sc1=S	9%	x	9%	2%	x	x	-1%	0.054	-0.21	-0.068	0.44	-4%
COCCCN1Cc2cccc(C(=O)O)c2C1=O	-10%	5%	-3%	-4%	-2.7%	2%	-2%	1.4	-0.13	1	-0.9	-1%
Cc1ccc(S(=O)(=O)NCc2c(-c3ccccc3)noc2C)cc1	-4%	x	2%	-12%	x	x	-9%	-0.07	-0.3	-0.1	0.69	-1%
COc1ccc(/C=C/C(=O)Nc2nc(C)c(C(=O)N(C)C)s2)cc1	2%	2%	10%	8%	-1.1%	8%	10%	-0.56	-0.28	-0.49	0.33	-2%
CCCOc1ccc(/C=C/C(=O)O)cc1OC	3%	-4%	4%	-5%	-6.3%	-2%	4%	-0.11	-0.23	0.67	0.27	3%
CCN(CC)S(=O)(=O)c1cccc(-c2nnc(SCc3nc4ccccc4s3)o2)c1	-2%	5%	2%	-4%	-9.0%	-3%	-3%	1.6	-0.24	0.65	0.48	3%
COc1ccc(Cc2nc3ccccc3n2CC(=O)N/N=C/c2ccc(C)cc2O)cc1OC	-5%	-6%	5%	21%	-2.8%	-21%	9%	0.28	-0.26	0.29	-0.16	9%
